# Rin1-Abl PPI inh – blocks binding of human Rin1 to Abl; P00519+Q13671; TR-FRET Rin1/Abl binding, biochemical; hit rate 0.4% among 360,000; AID 588664; inhibition, % at 7.35 µM; in the data active = inhibition above about 5%, passing the limit was not always enough
# SUMO1-SIM PPI – SUMO1-SIM interaction modulation; SUMO1 binding to a labelled peptide, TR-FRET, 1 h; inhibition, % at 20 µM; hit rate 0.33% among 360,000; in the data active = inhibition above about 37%
# CSN deneddyl inh – inhibitors of human CSN-mediated cullin deneddylation. Q92905. Purified CSN, SCF-Nedd8-OG deneddylation, fluorescence polarization. inhibition, % at 12.5 µM. hit rate 0.38% among 360,000. AID 651999;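 active = pattern-corrected inhibition above about 35%, with an unprinted fluorescence ratio check between 0.5 and 1.5, limit read from the data, passing the limit was not always enough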;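 also: 0% = enzyme with substrate and 100% = substrate without enzyme; some results filed as inactive read as strong as hits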
#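 Test system: purified human Csn5 enzyme expressed in HEK293T cells. Amount: 0.24 nM enzyme. Reagent: SCFSkp2-Nedd8OG substrate at 10 nM final. Schedule: 90 min incubation of compound, enzyme and substrate at room temperature. Detection: fluorescence polarization. Read-out: % inhibition of substrate cleavage by Csn5.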
# DNMT1 block – blocks human DNA methyltransferase DNMT1. DNMT1 molecular beacon, Hinp1I cleavage, fluorescence. inhibition (reported as % activation of signal), % at 10 µM. hit rate 0.83% among 360,000; in the data active = inhibition above about 50%
# Target sequence (P26358 504-1616 limits assumed): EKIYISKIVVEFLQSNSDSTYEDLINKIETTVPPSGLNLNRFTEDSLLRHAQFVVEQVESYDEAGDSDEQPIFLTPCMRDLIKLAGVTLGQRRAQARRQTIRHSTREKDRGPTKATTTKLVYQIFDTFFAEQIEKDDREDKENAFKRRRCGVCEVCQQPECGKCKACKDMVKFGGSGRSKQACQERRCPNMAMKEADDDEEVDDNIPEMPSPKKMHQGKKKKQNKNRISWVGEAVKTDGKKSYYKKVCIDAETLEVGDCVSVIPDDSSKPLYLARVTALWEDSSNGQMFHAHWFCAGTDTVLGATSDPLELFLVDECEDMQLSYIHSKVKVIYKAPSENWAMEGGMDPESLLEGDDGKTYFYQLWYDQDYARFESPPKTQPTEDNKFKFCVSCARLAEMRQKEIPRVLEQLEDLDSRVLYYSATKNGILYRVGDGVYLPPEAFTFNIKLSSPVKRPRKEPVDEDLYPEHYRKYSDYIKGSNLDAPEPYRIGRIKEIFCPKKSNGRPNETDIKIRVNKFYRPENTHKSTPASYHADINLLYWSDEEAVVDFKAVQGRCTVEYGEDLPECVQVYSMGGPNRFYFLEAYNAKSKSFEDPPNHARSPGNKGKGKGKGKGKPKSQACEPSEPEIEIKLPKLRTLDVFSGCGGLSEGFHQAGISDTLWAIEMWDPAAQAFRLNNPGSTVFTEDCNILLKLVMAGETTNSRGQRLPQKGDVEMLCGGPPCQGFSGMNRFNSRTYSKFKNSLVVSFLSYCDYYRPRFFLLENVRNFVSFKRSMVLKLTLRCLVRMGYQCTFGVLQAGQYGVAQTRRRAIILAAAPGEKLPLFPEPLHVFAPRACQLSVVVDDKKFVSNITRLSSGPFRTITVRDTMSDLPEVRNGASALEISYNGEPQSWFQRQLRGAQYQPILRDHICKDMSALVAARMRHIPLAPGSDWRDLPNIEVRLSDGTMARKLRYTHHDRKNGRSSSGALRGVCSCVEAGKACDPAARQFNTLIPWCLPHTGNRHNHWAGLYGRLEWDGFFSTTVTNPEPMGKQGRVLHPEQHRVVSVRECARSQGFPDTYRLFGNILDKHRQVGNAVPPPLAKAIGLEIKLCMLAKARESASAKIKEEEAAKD
# Neddylation inh – inhibitors of human cullin neddylation. calls only at 25 µM. hit rate 0.58% among 360,000. P61081+Q13564. TR-FRET cullin neddylation, biochemical; in the data active = inhibition above about 36%
# Rpn11 block – Rpn11 (human) deubiquitinase inhibition | hit rate 0.59% among 360,000 | AID 588493 | calls only at 20 µM | O00487 | human 26S proteasome, Ub4-pepOG fluorescence polarization; 20S core pre-blocked with epoxomicin;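 active = inhibition at 20 µM, scaled to each plate's controls, above about 33%, limit read from the data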
# LMPTP inh – LMPTP (human) inhibition; recombinant LMPTP-A, OMFP fluorogenic substrate, fluorescence intensity; inhibition, % at 20 µM; P24666; hit rate 0.22% among 360,000; AID 651560;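 active = compounds that cut the enzyme signal by at least half of the control window in the single-dose screen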;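 also: plate controls were DMSO wells with enzyme plus substrate for no effect and substrate without enzyme for full effect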
#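 material = LMPTP-A | quantity = 0.625 nM enzyme | reagent = OMFP substrate, 400 µM final | buffer or medium = Bis-Tris pH 6.0, DTT, detergent | detection = endpoint fluorescence intensity from OMFP dephosphorylation | dosing = single 20 µM dose | read-out basis = % inhibition relative to no-enzyme and uninhibited control wells | control set = no-enzyme and uninhibited controls | timing = 50 min at room temperature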
# STEP inh – STEP (human) phosphatase inhibition; recombinant STEP, OMFP fluorogenic substrate, fluorescence; AID 588621; P54829; hit rate 0.25% among 360,000; inhibition, % at 20 µM;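 active = inhibition at 20 µM, scaled per plate between control wells, above about 37%, limit read from the data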;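 also: 0% = DMSO with enzyme and substrate and 100% = substrate only without enzyme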
#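 System: STEP phosphatase, cell-free reaction; Buffer or medium: Bis-Tris pH 6.0 buffer with DTT, detergent; Incubation: 20 min at room temperature, dark; Measured by: fluorescence, 480/540 nm.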
# NadD block – blocks S. aureus nicotinate mononucleotide adenylyltransferase. AID 602399. hit rate 0.78% among 360,000. inhibition, % at 20 µM. purified NadD enzyme, colorimetric absorbance read-out; in the data active = inhibition above about 26%; also: some compounds past the cut are filed as inactive
# Scp1 inh – inhibitors of human Scp-1 phosphatase. inhibition, % at 20 µM. hit rate 0.88% among 340,000. Q9GZU7. Recombinant Scp1, phosphopeptide, malachite green phosphate absorbance;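 active = inhibition above about 50% at 20 µM, limit read from the data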;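 also: plate controls were DMSO wells with enzyme for no effect and wells lacking enzyme for full effect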
#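 Test system – truncated SCP-1 phosphatase (76-261aa) · Reagent – Phosphorylated 17-residue peptide substrate · Incubation – 45 min room-temperature reaction, 5 min colour, 30 min stabiliser · Detection – colorimetric phosphate reagent with accelerator and stabiliser, absorbance at 630 nm · Measure – % inhibition at 20 µM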
# * = called active by the depositor; i = inactive; / = not tested or not shown; & = joins results of further samples.
# The opening 3 entries, to show the layout:
nr	Compound	STEP inh	Scp1 inh	SUMO1-SIM PPI	NadD block	DNMT1 block	LMPTP inh	Rpn11 block	CSN deneddyl inh	Neddylation inh	Rin1-Abl PPI inh
1	CC(C)(Cc1ccccc1)NC(=O)C(=O)c1cn(CC(=O)N2CCOCC2)c2ccccc12	0	-3	-7	-3	-3	-0.5	i	-3	i	2
2	COC(=O)c1cccc(NC(=O)c2cc3ccccc3o2)c1	3	-9	-7	-9	7	1.8	i	2	i	-1
3	Cc1ccccc1NC(=O)Cc1nc(COC(=O)CCOc2ccccc2)cs1	-1	-10	2	-2	-5	1.6	i	1	i	0

# The list itself, from the first entry:
nr	Compound	STEP inh	Scp1 inh	SUMO1-SIM PPI	NadD block	DNMT1 block	LMPTP inh	Rpn11 block	CSN deneddyl inh	Neddylation inh	Rin1-Abl PPI inh
1	CC(C)(Cc1ccccc1)NC(=O)C(=O)c1cn(CC(=O)N2CCOCC2)c2ccccc12	0	-3	-7	-3	-3	-0.5	i	-3	i	2
2	COC(=O)c1cccc(NC(=O)c2cc3ccccc3o2)c1	3	-9	-7	-9	7	1.8	i	2	i	-1
3	Cc1ccccc1NC(=O)Cc1nc(COC(=O)CCOc2ccccc2)cs1	-1	-10	2	-2	-5	1.6	i	1	i	0
4	CCCOc1ccc(NC(=O)c2cc3cc(C)ccc3[nH]2)cc1	-3	-8	3	11	8	0.7	i	-2	i	1
5	CCOc1ccc(N(C(=O)CNC(=O)c2ccco2)C(C(=O)NC2CCCC2)c2ccco2)cc1 (stereo not drawn)	-3	-2	5	2	2	-0.1	i	0	i	2
6	O=C(CCn1nc(-c2ccccc2)c2ccccc2c1=O)Nc1cccnc1	-1	-5	1	-2	8	-1.2	i	3	i	0
7	O=c1[nH]c2ccc(NC(=S)Nc3ccc(F)cc3)cc2[nH]1	3	-1	0	-6	-3	-0.8	i	-2	i	-1
8	CC(=O)Nc1ccc(NC(=O)c2cc(S(=O)(=O)N3CCCCC3)ccc2N2CCOCC2)cc1	-2	-5	1	8	2	-0.1	i	3	i	0
9	O=C1/C(=C\c2cc([N+](=O)[O-])ccc2O)SC(=S)N1Cc1ccc(Cl)cc1	-18	-20	19	-2	57*	4.0	/	-73	i	4
10	C=CCNC(=O)Nc1ccc2nc(C)sc2c1	-2	-4	1	-5	-6	0.2	i	0	i	1
11	Cn1cc(S(=O)(=O)N2CCCC(C(=O)O)C2)cn1 (stereo not drawn)	0	-3	-2	9	-4	-0.1	i	3	i	0
12	CCCCn1ccnc1C(=O)c1ccc(S(=O)(=O)N2CCCC2)cc1	-1	1	-7	-4	3	3.5	i	2	i	1
13	COCC(=O)Nc1cc(Cl)ccc1C	4	-1	-1	23	-3	-1.9	i	3	i	-2
14	O=C(COC(=O)c1cc(S(=O)(=O)NCc2ccccc2)ccc1O)c1cc2ccccc2o1	21	1	-10	22	-4	2.9	i	0	i	-1
15	COc1cc(C=C2C(=O)OC(C)(C)OC2=O)ccc1OCC(=O)Nc1ccccc1	1	-6	-1	4	2	-1.3	i	1	i	-1
16	CN(C)CCOC(c1ccc(Cl)cc1)c1ccccn1 (stereo not drawn)	-3&-1	-4&-12	2&-3	-2&3	4&7	-0.9&-0.9	i	1&-2	i	0&-6
17	CC(C)(C)S(=O)N1Cc2cc(C(=O)NCc3ccc(Oc4ccccc4)cc3)nc(-c3cccc(-c4cc5ccccc5o4)c3)c2[C@H]1CCO (stereo partly drawn)	6	/	-33	35*	-39	1.5	i	2	i	-1
18	Cc1ccc(C)c(N(CC(=O)NCCSCc2ccco2)S(C)(=O)=O)c1	6	6	4	18	1	1.4	i	1	i	-1
19	CS(=O)(=O)N(CC(=O)NCC1CCCO1)Cc1ccc(Cl)cc1 (stereo not drawn)	-3	-9	-1	0	-1	-0.6	i	-1	i	1
20	COc1ccc2nc(SCC(=O)/C(C#N)=C(\C)N)[nH]c2c1	4	-4	1	1	-1	-0.4	i	-2	i	-2

# The list goes on.
nr	Compound	STEP inh	Scp1 inh	SUMO1-SIM PPI	NadD block	DNMT1 block	LMPTP inh	Rpn11 block	CSN deneddyl inh	Neddylation inh	Rin1-Abl PPI inh
21	NC(=O)c1nsc(C(=O)N(CC(=O)NCc2ccccc2)c2ccc(F)cc2)c1N	2	-6	-14	-3	-1	0.1	i	3	i	1
22	O=C(Nc1ccc(Cl)cc1)c1ccc(Br)cc1F	4	-8	2	-7	4	5.4	i	3	i	-1
23	COc1ccc2oc(=O)c(C(=O)NCc3ccccn3)cc2c1	-4	3	-25	1	1	-1.1	i	-4	/	-4
24	O=C(NCc1ccccn1)C1CCN(S(=O)(=O)c2ccccc2)CC1	-1	-1	-1	7	2	-2.7	i	-3	i	1
25	COc1ccc(CNC(=O)COC(=O)c2c[nH]c(=O)[nH]c2=O)cc1OC	-1	9	-2	-2	-3	-2.5	i	-5	i	2
26	O=C(CC1SC(=Nc2ccc(OC(F)F)cc2)N(CCN2CCOCC2)C1=O)Nc1ccc(F)cc1F (stereo not drawn)	0	-2	2	-2	10	0.5	i	4	i	5
27	CCn1cc(C(=O)NCc2ccco2)c(=O)c2cc(S(=O)(=O)N3CCC(C)CC3)ccc21	3	3	1	1	-9	1.5	i	3	i	0
28	CS(=O)(=O)N1CCC(C(=O)N2CCN(c3ccccc3)CC2)CC1	2	-8	6	-1	1	1.6	i	-17	i	1
29	COCCCNC(=O)c1cc(S(=O)(=O)NCCCN2CCCC2=O)ccc1Cl	1	-2	-1	-6	1	-0.8	i	-5	i	1
30	CC(C)(C)OC(=O)N(Cc1ccccc1)Cc1ccccc1OCc1cccc(NC(=O)C2CCC2)c1	1	-17	2	-3	-8	3.2	i	1	i	-2
31	O=S(=O)(Nc1ccc(F)cc1)c1ccc(S(=O)(=O)N2CCOCC2)cc1	0	-8	8	-2	0	-1.5	i	-1	i	1
32	Cc1cc(C)nc(N2CCC(C(=O)NCCc3ccc(F)cc3)CC2)n1	2	2	-4	7	-1	-0.8	i	5	i	1
33	CCC1CCCCN1C(=O)CSc1nnc(-c2ccc(Cl)s2)o1 (stereo not drawn)	-1	-2	-5	5	0	-0.2	i	0	i	-1
34	CC1CCN(CC(O)COc2ccc(F)cc2)CC1 (stereo not drawn)	-2	-9	1	-5	-6	-2.0	i	7	i	3
35	Cc1ccc2cc(CN(CC3CCCO3)S(=O)(=O)c3ccccc3)c3nnnn3c2c1 (stereo not drawn)	0	-8	3	-6	-4	-0.3	i	-1	i	3
36	Cc1cc(C)nc(NS(=O)(=O)c2ccc(N3Cc4ccccc4C3=O)cc2)n1	-4	-4	9	4	0	-0.4	i	2	i	-2
37	Cc1noc(NS(=O)(=O)c2ccc(N/C=C\C(=O)c3ccc(F)cc3)cc2)c1C	2	1	-4	1	-1	-0.7	i	-12	i	1
38	CCOC(=O)c1c(NC(=O)C(=O)N/N=C/c2ccccc2O)sc2c1CCCCC2	-5	-5	1	27	12	0.5	i	4	i	6
39	Cc1cc(=O)c2c(O)c(O)ccc2o1	2	-13	-3	-1	12	-2.6	i	-5	i	-1
40	CCCn1c2ccccc2c2cnn(CC(=O)NCCN(C)C)c(=O)c21	2	-7	2	-4	-1	-1.4	i	-3	i	-2

# Additional records follow.
nr	Compound	STEP inh	Scp1 inh	SUMO1-SIM PPI	NadD block	DNMT1 block	LMPTP inh	Rpn11 block	CSN deneddyl inh	Neddylation inh	Rin1-Abl PPI inh
41	C=CCn1c(SCC)nc(O)cc1=O	2	-5	-2	-1	2	-1.4	i	4	i	-2
42	COc1ccc(C(CNC(=O)c2ccc3c(c2)C(=O)N(CCC(C)C)C3=O)N2CCOCC2)cc1 (stereo not drawn)	1	-2	-20	-3	-13	-1.5	i	6	i	-1
43	Cc1ccc(CNC(=O)c2ccc(N3CCC4(CC3)CC(c3ccccc3)=NO4)c(NC(=O)c3ccc(Cl)c([N+](=O)[O-])c3)c2)cc1	5	-3	2	36*	9	1.0	i	3	i	-2
44	COc1ccc(CCC(=O)N2CCN(S(=O)(=O)c3ccc(OC)cc3)CC2)cc1	0	12	2	5	-1	-2.0	i	5	i	2
45	O=C(Nc1ccccc1C(=O)O)c1ccc2c(c1)C(=O)N(c1cccc([N+](=O)[O-])c1)C2=O	20	1	-6	10	2	16	i	3	i	1
46	C[C@@H]1CC=C[C@H]2[C@H]1C(=O)N(Cc1ccccc1)[C@H]2c1ccc(F)c(/C=C/c2ccccc2)c1	3	4	6	6	10	4.5	i	3	i	-3
47	CC1CCc2c(sc(NC(=O)CCC(=O)O)c2C(=O)NC2CC2)C1 (stereo not drawn)	33	-5	2	-3	-3	1.2	i	0	i	3
48	O=C(Nc1nc(-c2ccccc2)nc2ccccc12)c1ccc(F)cc1	0	1	-1	3	42	-1.4	i	-1	i	-7
49	O=C(c1ccc(COCC(F)(F)F)o1)N1CCCCCC1	-2	-7	3	-4	-1	-2.0	i	1	i	-3
50	COC(=O)[C@@H]1C[C@H]2CC[C@H](O)C[C@H]2N1Cc1ccc(-c2ccccc2)cc1	1	2	5	-1	-11	0.5	i	4	i	0
51	O=C(CSc1nc2ccccc2c(=O)n1-c1ccc(Cl)cc1)c1ccco1	2	-2	0	3	17	0.0	i	1	i	-1
52	COc1ccc(NC(=O)CSc2ccc3c(c2)OCCO3)cc1S(N)(=O)=O	0	-7	-4	-4	-3	-1.9	i	6	i	5
53	CCOC(=O)c1nnc(-c2ccc(C)cc2)nc1Oc1ccccc1Cl	4	5	-18	1	6	1.6	i	1	i	0
54	CN1CCN(C(=S)C(=O)Nc2ccccc2)CC1	41*	-2	0	-4	-2	-0.3	i	6	i	5
55	Cc1cc(C)c2c(N)c(C(=O)c3ccccc3Cl)sc2n1	2	3	-22	-2	-1	0.4	i	-5	i	-4
56	CCc1cc(Cn2nc(-c3ccccc3)cc2C(=O)NCc2cccc(C(F)(F)F)c2)on1	0	-11	-1	-8	-2	5.4	i	-1	i	0
57	CCOc1ccc(NC(=O)Cn2nnc(C(=O)NCc3ccccc3OC)c2N)cc1	-6	-5	-2	-12	0	1.4	i	2	i	4
58	COc1ccc(C(=O)NCC(C)(c2ccccc2)c2ccccc2)cc1S(=O)(=O)N1CCOCC1	0	-5	-1	11	-2	-1.0	i	-6	i	0
59	CCOc1ccccc1NC(=O)COC(=O)COc1cccc2c1OC(C)(C)C2	0	/	5	-10	8	-1.1	i	0	i	-3
60	Cc1nn(C)c(C)c1Nc1ccc(N2C(=O)C3CC=CCC3C2=O)cc1[N+](=O)[O-] (stereo not drawn)	3	-5	-16	0	3	-0.9	i	2	i	-1
61	O=C(/C=C/c1ccccc1F)c1cccc([N+](=O)[O-])c1	-1	-4	-18	2	-5	1.0	i	9	i	-3
62	COc1ccc2oc(C(=O)OCC(=O)N(C)C3CCS(=O)(=O)C3)c(C)c2c1 (stereo not drawn)	-2	-4	-5	-9	4	-0.4	i	1	/	6
63	Cc1cc(N2CCN(C(=O)c3ccco3)CC2)n2nc(-c3cccc(F)c3)cc2n1	3	3	7	-3	-3	2.8	i	-7	/	-1
